TRHR ag: TRH receptor (human) agonism. TRHR cells, calcium flux fluo-8, FDSS agonist mode. activation, % at 2 µM. 360,000 compounds, 0.18% hits; in the data active = activation above about 30%; also: 0% is about no effect
Target sequence (P34981 whole entry, looked up): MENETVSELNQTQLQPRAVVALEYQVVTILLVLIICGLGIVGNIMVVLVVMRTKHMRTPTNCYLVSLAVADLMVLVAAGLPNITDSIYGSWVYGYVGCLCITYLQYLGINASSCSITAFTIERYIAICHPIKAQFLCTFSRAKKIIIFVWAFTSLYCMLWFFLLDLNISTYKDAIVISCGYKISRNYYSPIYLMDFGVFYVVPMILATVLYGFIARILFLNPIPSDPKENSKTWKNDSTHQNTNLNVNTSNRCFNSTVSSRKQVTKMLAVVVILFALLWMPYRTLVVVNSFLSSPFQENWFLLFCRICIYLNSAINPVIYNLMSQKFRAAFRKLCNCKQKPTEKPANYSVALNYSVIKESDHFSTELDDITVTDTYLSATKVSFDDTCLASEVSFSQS
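TRHR-expressing cells loaded with fluo-8 calcium dye; 23 nL library compound pin-transferred, kinetic FDSS fluorescence (Ex 480/Em 530) recorded about 180 s for agonist-induced calcium release, before a 10 nM TRH EC20 addition for potentiator mode.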
TrxR1 inh: blocks rat thioredoxin reductase 1; recombinant rTrxR1, NADPH fluorescence consumption, selenite substrate; O89049; Potency, µM (doses to about 114 µM), inactives show at the top dose activity change, negative = inhibition, actives largely listed as inhibitors; 390,000 compounds, 1% hits; also: potency is read from the fitted curve at half-maximal effect; % is scaled to controls: 0 for no effect and ±100 for the full control effect; nearly all actives have a fitted effect of over 65% in size
Target sequence (O89049 whole entry, looked up): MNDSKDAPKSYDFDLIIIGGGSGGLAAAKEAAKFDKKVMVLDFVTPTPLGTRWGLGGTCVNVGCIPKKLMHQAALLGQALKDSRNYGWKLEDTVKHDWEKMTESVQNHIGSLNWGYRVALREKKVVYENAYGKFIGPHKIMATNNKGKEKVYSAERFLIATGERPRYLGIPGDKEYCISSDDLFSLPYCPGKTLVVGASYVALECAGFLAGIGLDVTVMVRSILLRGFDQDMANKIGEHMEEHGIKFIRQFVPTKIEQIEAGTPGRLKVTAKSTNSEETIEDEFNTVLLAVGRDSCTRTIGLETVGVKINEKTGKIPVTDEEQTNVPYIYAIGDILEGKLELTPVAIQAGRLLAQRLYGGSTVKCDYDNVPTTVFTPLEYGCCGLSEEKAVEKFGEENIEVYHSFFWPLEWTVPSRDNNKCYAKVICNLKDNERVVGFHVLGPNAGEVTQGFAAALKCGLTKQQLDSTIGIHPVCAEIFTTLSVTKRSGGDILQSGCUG
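Rat TrxR1 (90 nM in the dispensed reagent) was pre-reduced with 400 uM NADPH for 5 min at room temperature, then incubated with compound for 15 min. After 400 uM selenite was added, NADPH fluorescence (Ex 340/Em 450 nm) was followed for 8 min.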
D2 agonist: agonists of human D2 dopamine receptor; P14416; HEK293 T-REx D2 cells, calcium flux agonist mode; activation, % at 2 µM; 340,000 compounds, 0.53% hits;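 active = activation over 3 SD above normal in the single-dose calcium agonist read, cut at about 30% in these data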; also: 0% is about no effect
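Calcium-flux readout, 1 cycle/sec over 180 s following compound pin transfer, in inducible HEK293 Trex D2 cells (force-coupled); dopamine controls included. Positive calcium responses during this window marked compounds as potential agonists.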
TRHR PAM: TRH receptor (human) allosteric enhancement; 360,000 compounds, 0.66% hits; TRHR cells, fluo-8 calcium fluorescence, EC20 TRH enhancement; P34981; enhancement, % at 2 µM; in the data active = enhancement above about 30%; also: 0% is about no effect
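Enhancer read-out: after compound pinning and an initial kinetic agonist-mode read, an EC20 of TRH (10 nM final) was injected and fluo-8 calcium signal (Ex 480/Em 530) followed at 1 s/cycle for 100 cycles in TRHR-expressing cells.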
USP1 inh: USP1/UAF1 (human) deubiquitinase inhibition; AID 743255; 390,000 compounds, 0.23% hits; Potency, µM (series often up to 57.1 µM), for the others: top-dose activity change, negative = inhibition, actives largely listed as inhibitors; O94782; recombinant USP1/UAF1, Ub-Rhodamine cleavage fluorescence; also: potency is read from the fitted curve at half-maximal effect; % is scaled to controls: 0 for no effect and ±100 for the full control effect; nearly all actives have a fitted effect of over 60% in size; inactives centre near -12
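High-throughput fluorogenic screen: 1nM USP1/UAF1 complex, Ub-Rho substrate 150nM final, 50mM HEPES pH 7.8 with 0.5mM EDTA, 0.1 mg/ml BSA, 1mM TCEP and 0.01% Tween-20.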
IDH1 R132H inh: inhibitors of human mutant IDH1 R132H | O75874 | IDH1-R132H enzyme, NADPH consumption, diaphorase/resazurin fluorescence | Potency, µM (titrated, usually from 76.6 µM), inactives show at the top dose activity change, negative = inhibition, most hits filed as inhibitors | 390,000 compounds, 0.093% hits | AID 602179; also: potency is read from the fitted curve at half-maximal effect; % is scaled to controls: 0 for no effect and ±100 for the full control effect; nearly all actives have a fitted effect of over 65% in size
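IDH1-R132H (0.5 ug/mL) preincubated 30 min with compound, then NADPH (0.016 mM) and alpha-KG (2 mM) added; 80 min at RT, pH 7.5. Remaining NADPH coupled via diaphorase/resazurin to fluorescence (540/590 nm); concentration-response curves normalized to no-enzyme control.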
Pin1 inh: inhibitors of human Pin1. Pin1 FP peptide displacement, HiFluor488, 10 min. Potency, µM (titrated, usually from 115 µM), for inactives: top-dose activity, negative = inhibition, actives largely listed as inhibitors. 390,000 compounds, 0.009% hits. AID 504891; active = well fitted inhibition curve with a large enough effect in the polarisation, with a control signal flat, not every such curve was filed as active; inconclusive = small, poorly fitted or top-dose-only effect, or effect the other way, or a change in a side signal; inactive = no such curve, though single readings can be large or run the other way; the % refers to the polarisation; also: potency is read from the fitted curve at half-maximal effect; % is scaled to controls: 0 for no effect and ±100 for the full control effect
Target sequence (Q13526 whole entry, looked up): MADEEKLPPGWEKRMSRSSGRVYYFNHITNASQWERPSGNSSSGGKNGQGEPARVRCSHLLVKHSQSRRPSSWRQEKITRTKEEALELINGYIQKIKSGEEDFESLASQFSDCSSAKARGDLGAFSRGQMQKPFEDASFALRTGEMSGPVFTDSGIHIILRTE
D2 antagonist: D2 dopamine receptor (human) antagonism; P14416; HEK293 TREx D2 cells, calcium flux, dopamine EC80; inhibition, % at 10 µM; 340,000 compounds, 2% hits; in the data active = inhibition above about 30%; also: 0% is about no effect
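Antagonism is scored as inhibition of an EC80 dopamine-evoked calcium signal in a force-coupled, tetracycline-inducible HEK293 T-REx D2 line, with compound present 180 s before agonist.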
TrxR1 substrate: rat thioredoxin reductase 1 substrate activity. O89049. purified TrxR1 substrate turnover, NADPH consumption readout. Potency, µM (top dose mostly 114 µM), for the others: top-dose activity change, negative = substrate turnover. 390,000 compounds, 0.01% hits. AID 588456; also: potency is read from the fitted curve at half-maximal effect; % is scaled to controls: 0 for no effect and ±100 for the full control effect; nearly all actives have a fitted effect of over 50% in size
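Rat TrxR1, dispensed at 90 nM, was prereduced with 400 uM NADPH (final) for 5 min at ~22 deg C, then incubated with compound 15 min before 400 uM selenite. A first-read NADPH fluorescence drop versus no-compound background flagged substrates.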
* marks the source's active call; other numbers are inactive results; ? = inconclusive; . = not tested or not shown; [ ] = dose if it differs, or a comment. Unless noted, calls follow the shape of the dose curve; as a rule, active = well fitted inhibition curve with a large enough effect; inconclusive = small, poorly fitted or top-dose-only effect; inactive = no such curve, though single readings can be large or run the other way.

cpd	compound	TRHR ag	TrxR1 inh	D2 agonist	TRHR PAM	USP1 inh	IDH1 R132H inh	Pin1 inh	D2 antagonist	TrxR1 substrate
1	COc1ccc(-c2nc3c4ccccc4n(CC(=O)Nc4ccc(C(C)=O)cc4)c(=O)n3n2)cc1	0.1	11%[57.1 µM]	-1.7	-3	-9%	9%	-3%	.	-3%[57.1 µM]
2	CN(C)S(=O)(=O)c1cccc(NC(=O)COC(=O)/C=C/c2ccc3c(c2)OCO3)c1	0.4	31%	0.2	0	-15%	-5%	19%	-1	19%
3	CCCC(=O)Nc1cc(-c2nn(C)c(=O)c3ccccc23)ccc1OC	-0.5	16%	2.7	6	-2%	0%	2%	-5	-6%
4	COc1cc2nc(C3CCC3)n(NC(=O)C(OC(C)=O)c3ccccc3)c(=O)c2cc1OC (stereo not drawn)	0.8	10%[57.1 µM]	0.6	18	2%	3%	0%	13	-2%[57.1 µM]
5	Cc1ccccc1-c1nc(SCC(=O)N(C)c2ccccc2)c2c(=O)n(C)c(=O)n(C)c2n1	0.5	21%[57.1 µM]	0.4	3	-16%	16%	2%	.	3%[57.1 µM]
6	c1ccc(-c2nnc(SCc3nc4ccccc4[nH]3)o2)cc1	-0.5	19%	0.1	-4	-8%	19%	-1%	-5	12%
7	Clc1ccc(CCNc2ncnc3c2nnn3Cc2ccccc2)cc1	0.3	16%[57.1 µM]	0.9	-6	-8%	0%	-3%	28	7%[57.1 µM]
8	O=C(c1ncc[nH]1)c1ccco1	1.7	-11%	-0.5	-3	5%	2%	-10%	14	-12%
9	COc1cccc(NS(=O)(=O)c2nc3nc(C)cc(C)n3n2)c1	0.2	28%	10	-3	-15%	2%	-8%	-5	2%
10	O=C(CC(CC(=O)c1ccc(Cl)cc1)c1ccccc1C(=O)O)c1ccc(Cl)cc1	-0.5	19%	0.9	11	-1%	1%	0%	5	-2%
11	O=S(=O)(NCCO)c1ccc2c(c1)Cc1cc(S(=O)(=O)NCCO)ccc1-2	0.7	5%[57.1 µM]	0.9	-3	-11%	-5%	0%	16	10%[57.1 µM]
12	Cc1nc(-c2ccc(S(=O)(=O)Nc3cc(S(=O)(=O)N(C)C)ccc3C)s2)cs1	-0.1	17%	0.5	-6	-2%	-3%	4%	12	-6%
13	O=C(Nc1cccc(S(=O)(=O)N2CCCCC2)c1)c1ccc(OCC2CCCO2)cc1 (stereo not drawn)	0.4	15%[57.1 µM]	0.4	4	-12%	3%	-6%	-1	-2%[57.1 µM]
14	Cc1c(C#N)c2ncnc(-c3ccccc3)c2n1-c1ccccc1	-1.0	6%	0.4	-3	-8%	5%	-3%	-2	9%
15	Cc1nc(S/C(=C\c2ccc(OCc3ccccc3Cl)cc2)C(=O)O)n[nH]1	.	-7%	.	.	-21%	0%	-4%	.	-6%
16	COc1ccc(OC)c(Cc2nnc(CCC(=O)NC3CCCCC3)o2)c1	-2.0	12%	0.4	-5	-12%	-5%	-1%	-4	2%
17	Cc1ccc(S(=O)(=O)Nc2nc3n(n2)C(c2ccccc2Cl)C=C(c2ccccc2)N3)cc1 (stereo not drawn)	0.0	19%	-0.8	-1	-25%	-15%	0%	.	-1%
18	C=CCNC(=O)Cc1ccc(S(=O)(=O)N2CCOCC2)s1	0.5	9%	0.3	7	-9%	-5%	12%	-8	7%
19	CCCc1nc2ccc(NC(=O)c3ccco3)cc2c(=O)n1Cc1ccccc1Cl	-0.4	-20%	-0.9	1	-3%	4%	4%	-3	0%
20	CC(=O)Nc1ccc(S(=O)(=O)NC2(C(F)(F)F)C(=O)Nc3c2c(=O)[nH]c(=O)n3-c2cccc(Cl)c2)cc1 (stereo not drawn)	0.0	-3%	-0.2	-2	-21%	5%	-8%	.	-5%
21	O=c1c(=O)n2c(nn1Cc1ccc(F)cc1)sc1ccccc12	0.3	-19%[57.1 µM]	-0.6	-11	-8%	-1%	-1%	-1	51%
22	C/C(=C\c1cccs1)C(=O)c1c(C)cc(C)[nH]c1=O	0.6	-1%	0.3	4	-23%	-3%	-8%	-3	-6%
23	COC(=O)c1ccccc1NC(=O)NCc1ccco1	-0.3	-10%	-0.5	0	-7%	15%	-1%	-18	10%
24	COc1cc(Cl)c(C)cc1NC(=O)CNC(=O)Cn1ccc2ccccc2c1=O	-0.2	15%	-0.1	1	-6%	21%	5%	.	4%
25	COC(=O)C(NC(=O)CC(C)C)(Nc1nc2c(s1)CCCC2)C(F)(F)F (stereo not drawn)	-2.1	-10%	-0.5	11	3%	-1%	0%	.	-10%
26	CC(C(=O)O)n1nc2ccccc2n1 (stereo not drawn)	0.3	-11%[57.1 µM]	.	2	-24%	-2%	?	.	6%[57.1 µM]
27	CC(C)(C)NC(=O)Cn1c(SCC(=O)N2CCCCCC2)nc2ccccc21	-0.3	12%	0.3	5	-1%	2%	-9%	5	8%[57.1 µM]
28	CCn1c(Cn2nnc(-c3ccccc3)n2)nnc1SCC(=O)N1CCOCC1	0.5	10%	-0.1	10	-5%	-8%	5%	-4	-2%
29	COCCNc1nnc(SCC(=O)NNC(=O)c2ccco2)s1	0.1	-14%	0.5	-8	-23%	9%	-5%	-27	-2%
30	O=C(CSc1nc2ccccc2o1)NC(=O)NCc1ccccc1	0.0	25%	0.8	2	-7%	-1%	-3%	-6	10%
31	CCCCC(Sc1nc2cc3c(cc2c(=O)n1CCCC(=O)NCc1ccc2c(c1)OCO2)OCO3)C(=O)OCC (stereo not drawn)	0.0	7%[57.1 µM]	0.6	-5	-8%	15%	3%	.	6%[57.1 µM]
32	CC/C(=N/OC(=O)c1cccc(C)c1)C(=O)c1cccs1	-0.2	6%	3.2	9	-21%	9%	1%	2	0%
33	Cc1ccc(N(C)C(=O)N2CCN(S(=O)(=O)c3c(C)cc(C)cc3C)CC2)cc1	-1.1	-13%	-0.2	10	-1%	4%	2%	7	-8%
34	Cc1cccc(NCc2ccc(O)c3ncccc23)c1C	0.7	?	0.6	3	-14%	-3%	2%	-9	10%[57.1 µM]
35	CN(C)CCN=Cc1c(O)n(Cc2ccccc2)c(=O)c2ccccc12	1.9	24%[57.1 µM]	0.4	12	-24%	0%	6%	5	7%[57.1 µM]
36	Cc1nonc1NC(=O)CSc1nc2ccccc2[nH]1	0.1	10%	1.0	8	-6%	3%	2%	7	-2%
37	N/C(=N\OC(=O)c1cccc(F)c1)c1ccccn1	-0.5	15%	0.5	-4	-14%	1%	-9%	5	-2%
38	O=C(c1ccc(N2CCCCS2(=O)=O)cc1)N1CCN(c2ccc(N3CCOCC3)nn2)CC1	0.1	22%	1.2	-2	-24%	2%	13%	0	60%[activator]
39	CN(C)Cc1c(C(=O)N/N=C/C=C/c2ccccc2)nnn1-c1nonc1N	-1.2	-9%	-1.6	-8	-12%	4%	-4%	-23	-8%
40	COc1ccc(OCC(=O)NCC(c2ccc(OC)cc2)N2CCOCC2)cc1 (stereo not drawn)	-1.1	-4%	-2.1	8	-22%	-9%	1%	.	-9%

Down the list, quoted from above:
IDH1 R132H inh for nos. 33 to 38 → 4%, -3%, 0%, 3%, 1%, 2%
Pin1 inh for nos. 33 to 38 → 2%, 2%, 6%, 2%, -9%, 13%

(listing goes on)
cpd	compound	TRHR ag	TrxR1 inh	D2 agonist	TRHR PAM	USP1 inh	IDH1 R132H inh	Pin1 inh	D2 antagonist	TrxR1 substrate
41	CCCCNC(=O)COC(=O)c1ccccc1F	0.1	4%	0.8	7	-3%	5%	-7%	-14	-4%
42	COc1ccc(SCc2noc(C(=O)NC(C)C)c2C(=O)O)cc1	0.3	20%	0.0	-2	-15%	-3%	-4%	-11	-2%
43	CCOC(=O)c1sc(=NC(=O)CCS(=O)(=O)c2ccccc2)n(C)c1C	0.1	24%[57.1 µM]	0.8	3	-18%	1%	8%	0	8%[57.1 µM]
44	Cc1nnc(Sc2c(N)n(C)c(=O)n(C)c2=O)s1	0.8	34%	-0.2	0	-22%	4%	10%	22	12%
45	CC(=O)c1c(C(C)=O)c(C)n(C(c2ccccc2)c2ccccc2)c1C	-1.5	13%	0.4	-2	-5%	2%	-9%	8	-7%
46	O=C(NCc1ccccc1Cl)c1cc2c(s1)-c1ccccc1SC2	0.7	8%	.	-5	12%	.	22%	.	14%
47	COC(=O)c1c(O)cc(C(C)(C)C)n(-c2ccc(F)cc2)c1=O	0.4	23%	-0.4	4	-7%	2%	7%	11	11%
48	O=C(CSc1ncccc1C(=O)O)NCCC1=CCCCC1	0.3	19%	0.1	-2	-2%	2%	.	-9	7%

Some of the entries so far, with values under each structure:
Values run as follows: TRHR ag	TrxR1 inh	D2 agonist	TRHR PAM	USP1 inh	IDH1 R132H inh	Pin1 inh	D2 antagonist	TrxR1 substrate
48. O=C(CSc1ncccc1C(=O)O)NCCC1=CCCCC1
    0.3	19%	0.1	-2	-2%	2%	.	-9	7%
41. CCCCNC(=O)COC(=O)c1ccccc1F
    0.1	4%	0.8	7	-3%	5%	-7%	-14	-4%
43. CCOC(=O)c1sc(=NC(=O)CCS(=O)(=O)c2ccccc2)n(C)c1C
    0.1	24%[57.1 µM]	0.8	3	-18%	1%	8%	0	8%[57.1 µM]
44. Cc1nnc(Sc2c(N)n(C)c(=O)n(C)c2=O)s1
    0.8	34%	-0.2	0	-22%	4%	10%	22	12%
42. COc1ccc(SCc2noc(C(=O)NC(C)C)c2C(=O)O)cc1
    0.3	20%	0.0	-2	-15%	-3%	-4%	-11	-2%
47. COC(=O)c1c(O)cc(C(C)(C)C)n(-c2ccc(F)cc2)c1=O
    0.4	23%	-0.4	4	-7%	2%	7%	11	11%

These rows are one share of the data, so the mix of outcomes need not match the whole.
